TWEAK-Fn14 inh: TWEAK-Fn14 signaling inhibition | TWEAK-stimulated Fn14 reporter cells, luciferase luminescence, 8 h | inhibition, % at 10 µM | 360,000 tested, 2% active | AID 1159606; in the data active = inhibition above about 50%
NR2E3 ag-1: human photoreceptor-specific nuclear receptor agonism | Q9Y5X4 | CHO-S Gal4-NCOR/VP16-NR2E3 two-hybrid, luciferase | inhibition of corepressor binding, % at 3.98 µM | 360,000 tested, 0.35% active | AID 602229;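 active = inhibition above the mean of all tested compounds plus 3 SD, cut at about 70% in these data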;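 also: 0% = DMSO with NR2E3 transfected cells and 100% = cells lacking NR2E3 construct; higher means lower luciferase signal from less NR2E3 corepressor binding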
Target sequence (Q9Y5X4 whole entry, looked up, the tested form may be a part): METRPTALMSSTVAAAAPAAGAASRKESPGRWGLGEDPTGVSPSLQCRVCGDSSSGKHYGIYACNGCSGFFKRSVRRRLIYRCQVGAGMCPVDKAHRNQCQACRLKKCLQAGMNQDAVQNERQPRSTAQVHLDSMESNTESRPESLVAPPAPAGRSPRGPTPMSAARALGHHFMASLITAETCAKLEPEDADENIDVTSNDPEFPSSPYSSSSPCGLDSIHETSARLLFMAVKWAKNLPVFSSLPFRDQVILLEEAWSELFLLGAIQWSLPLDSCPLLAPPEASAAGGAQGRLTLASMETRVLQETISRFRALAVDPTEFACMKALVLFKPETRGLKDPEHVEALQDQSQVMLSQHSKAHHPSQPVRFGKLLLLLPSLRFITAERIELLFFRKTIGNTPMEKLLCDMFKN
C8 TRAIL sens: sensitizes caspase-8 expressing cells to TRAIL; NB7+C8 cells + TRAIL, ATPlite viability luminescence; inhibition (viability loss, TRAIL sensitization), % at 10 µM; 360,000 tested, 1% active;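 active = compounds causing at least 50% loss of cell viability in the single-dose screen, relative to plate controls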
NR2E3 ag-2: NR2E3 (human) agonism; AID 2300; Q9Y5X4; inhibition of corepressor binding, % at 4.78 µM; 320,000 tested, 0.12% active; GST-NR2E3/biotin-RetCOR TR-FRET, 1536-well;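 active = percent inhibition above the cutoff of mean plus 3 SD of all tested compounds, set per screening campaign, cut at about 20% in these data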;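 also: 0% = DMSO wells and 100% = biotin wells as full block of FRET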
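System: GST-NR2E3 and biotin-RetCOR proteins; probe or stimulus: 7 nM biotin-RetCOR; doses: compound at 4.8 µM, single dose; schedule: Compound–protein incubation for 5 h at 4 °C; detection: time-resolved FRET; read-out: percent inhibition; controls: biotin wells as high control, 0.6% DMSO wells as low control; format: 1536-well plates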
KKLEB cytotox: counter-screen for CF NF-kB inhibitors: cytotoxicity | KKLEB CF airway cells viability, ATPlite luminescence, overnight; hits give low values; cells stimulated with P. aeruginosa culture filtrate | activity change (cytotoxicity), % at 5 µM | 360,000 tested, 0.36% active;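 active = corrected activity change at or below -50% at 5 µM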
CF NFkB block: blocks PAF-induced NF-kB reporter in cystic fibrosis cells | 360,000 tested, 0.86% active | KKLEB NF-kB-GFP reporter, GFP fluorescence overnight | inhibition, % at 5 µM;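 active = at least 50% inhibition at 5 µM, scaled per plate between neutral and stimulator controls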;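 also: PAF is a Pseudomonas aeruginosa culture filtrate used as stimulus; plate controls were PAF-stimulated DMSO wells for no effect and unstimulated DMSO wells for full effect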
HIF-2a block: blocks HIF-2a reporter activity; 360,000 tested, 0.72% active; AID 624352; inhibition, % at 18.8 µM; 786-0 RCC cells HIF-2a reporter, luciferase luminescence, overnight;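 active = inhibition of the luminescence signal of 40% or more relative to plate controls, in a single-dose primary screen at 18.75 µM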
Peg3 promoter: inhibitors of Peg3 promoter. 360,000 tested, 1.7% active. AID 588405. HeLa PEG-Prom luciferase reporter, luminescence, overnight. inhibition, % at 20 µM;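 active = inhibition of at least 50% at 20 µM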
TRPM1 prom inh: MITF TRPM1 promoter inhibition in SK-MEL-5 cells. SK-MEL-5 TRPM1 promoter luciferase, 24 h. inhibition, % at 12.5 µM. 330,000 tested, 0.83% active;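 active = mean inhibition across replicates of 60% or more, whatever share of single replicates reaches that level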; also: values of inactives mirror those of a sister screen read the other way
TROY NFkB inh: blocks TROY-dependent signaling in reporter cells; Q293 LMP1-TROYcd NF-kB luciferase reporter, 4 h; inhibition, % at 10 µM; 360,000 tested, 0.98% active; AID 1347056;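 active = compounds whose plate-normalised and pattern-corrected inhibition of the luciferase reporter signal at the single screening dose is 50% or more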
Shn3 3UTR inh: reduces Shn3 3'UTR luciferase signal in osteoblasts; Clone20 osteoblast Shn3 3'UTR firefly luciferase, 24 h; inhibition, % at 12.5 µM; 360,000 tested, 0.52% active; AID 588674;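 active = mean inhibition of at least 75% with every replicate also reaching 75%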;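 also: 0% = median of neutral control wells and 100% = pilot-screen positive control compound; some compounds past the cut are filed as inactive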
An asterisk follows results filed as active; . = not tested or not shown. An excerpt (hit frequency here may not be typical).

SMILES | TWEAK-Fn14 inh | NR2E3 ag-1 | C8 TRAIL sens | NR2E3 ag-2 | KKLEB cytotox | CF NFkB block | HIF-2a block | Peg3 promoter | TRPM1 prom inh | TROY NFkB inh | Shn3 3UTR inh
COc1ccc(S(=O)(=O)NCC2CCCN(Cc3ccccc3C)C2)cc1 (stereo unspecified) | 0 | 3 | 4 | 0 | 5 | -5 | 9 | 7 | -7 | -2 | 10
COc1cccc(C(O)c2nc(-c3cccc(F)c3)cs2)c1 (stereo unspecified) | 5 | -1 | -5 | . | -6 | 4 | -52 | -3 | . | -2 | -15
O=C(OCC(=O)N1CCCC1)c1c(Cl)ccc(Cl)c1Cl | 34 | -30 | 3 | 0 | -3 | -3 | -18 | -17 | 23 | 2 | -4
CCCNC(=O)c1ccc(N(Cc2ccccc2)S(C)(=O)=O)cc1 | -10 | 8 | 6 | 2 | 9 | 18 | 20 | 21 | 5 | 15 | -63
CCOc1ccc(CCNC(=O)c2ccc(C)c(N3CCCC3=O)c2)cc1OCC | -14 | 1 | 0 | 1 | 6 | 12 | 3 | 2 | -4 | 7 | -24
Nc1cc(-c2ccc(Br)cc2)[nH]n1 | 24 | -25 | -1 | 1 | 6 | 15 | -68 | -58 | 7 | -19 | 13
CCOc1ccc(-n2nc3c(=O)n(CCN4CCCCC4)nc(C)c3c2C)cc1 | 17 | 20 | 0 | 1 | 0 | -4 | 11 | -6 | 12 | 14 | 13
C=CCC(C=C)[N+]1(CC(=O)OC)CCCCC1 (stereo unspecified) | -9 | 12 | -8 | 4 | 2 | -14 | 4 | 5 | 4 | 5 | -16
Cc1cccc(CSc2nncc(=O)[nH]2)c1 | 2 | 4 | 11 | 4 | -2 | -4 | 9 | 15 | -1 | -4 | -10
CCOc1ncccc1C(=O)Nc1ccc(OC)c(S(=O)(=O)N2CCCCC2)c1 | 12 | -4 | 16 | -3 | 7 | -1 | 3 | 4 | -15 | 14 | -17
CCOC(=O)c1ccc(N2C(=O)c3n[nH]c(C)c3C2c2ccco2)cc1 (stereo unspecified) | -21 | 9 | -4 | -1 | 12 | -3 | 5 | 6 | 5 | 2 | 6
C/C(=N\Nc1ccccc1)c1c(O)cc(C)oc1=O | -11 | -15 | 0 | 5 | 7 | -24 | -3 | 9 | 4 | 4 | -3
Cc1cccc(NC(=S)N(c2ccccc2)C(C)C)c1C | -17 | -4 | 1 | 0 | 1 | 6 | 15 | 13 | 12 | -4 | 8
CNC(=S)N(C)/N=C1/C(=O)N(Cc2c(Cl)cccc2Cl)c2ccccc21 | 34 | -32 | 32 | 2 | 12 | 23 | 11 | 27 | . | 9 | 16
COc1cc(Br)c(CCNC(=O)Cc2ccccc2)cc1OC | -3 | -6 | -9 | 2 | -1 | 30 | 20 | 19 | 16 | 16 | 10
O=C(CSC(=S)N1CCOCC1)c1cc2ccccc2oc1=O | -27 | 6 | -5 | 6 | -10 | 5 | -44 | -20 | -7 | 14 | -27
C=CCn1c(COc2cccc3ccc(C)nc23)nnc1SCC(=O)O | -11 | -15 | -2 | 3 | 4 | -4 | 11 | 12 | 3 | 6 | 8
Cc1cc(O)cc2c1C(=O)/C(=C/c1ccco1)O2 | 13 | -134 | -3 | -1 | 16 | -17 | -41 | -157 | . | 10 | -43
O=C(CN1C(=O)CC(c2ccco2)Sc2ccccc21)NCc1ccc2c(c1)OCO2 (stereo unspecified) | 10 | 20 | 10 | 0 | 11 | 1 | 0 | -1 | -5 | 0 | 8
CSCCC1NC2(C(=O)Nc3c(C)cc(Cl)cc32)[C@@H]2C(=O)N(C3CCCC3)C(=O)[C@H]12 (stereo partly specified) | 26 | -8 | 7 | 3 | 2 | -5 | 2 | 11 | 12 | 0 | 10
C=CCNC(=O)CSc1n[nH]c(-c2cc(Cl)ccc2OC)n1 | 11 | -6 | 0 | 0 | 5 | -2 | 19 | 17 | 9 | -4 | 9
CC1(C(=O)Nc2ccc(F)c(Cl)c2)Cc2c(-c3cccc(C(F)(F)F)c3)ccnc2O1 (stereo unspecified) | 5 | -10 | -9 | . | 4 | 12 | 24 | 38 | . | 1 | 13
Cc1c(Cl)cccc1NC(=S)N1CCC(C(N)=O)(N2CCCCC2)CC1 | -11 | 0 | 1 | 0 | 4 | 3 | 18 | 4 | -14 | 7 | 20
C[C@H](NC(=O)N1CCC(Cc2ccccc2)CC1)C(=O)O | 2 | -4 | -25 | -2 | 0 | 4 | 20 | 1 | 9 | 1 | -9
COc1ccc(-c2ccc(C(=O)NC3CCCCC3)c3occc23)c(C)c1 | -5 | -55 | 7 | . | -2 | -19 | -204 | -151 | . | -34 | -19
O=C(O)Cc1cc(=O)[nH]n(-c2ccccc2)c1=O | 17 | -18 | -6 | . | -5 | 5 | 6 | -5 | -1 | 14 | -2
COc1ccc(F)c(CN2CCC(n3nccc3NC(=O)C3CCOC3)CC2)c1 (stereo unspecified) | 2 | -12 | 7 | -2 | 19 | -33 | 3 | 2 | -15 | 2 | -19
COc1ccc(C(=O)CCC(=O)N2CCN(c3ccc([N+](=O)[O-])cc3)CC2)cc1 | 5 | 7 | 9 | 0 | 4 | 4 | -3 | 14 | 3 | 26 | 29
CC(OC(=O)CCN1C(=O)c2cccc([N+](=O)[O-])c2C1=O)C(=O)Nc1cc(Cl)cc(Cl)c1 (stereo unspecified) | 12 | -17 | -11 | 0 | 11 | -13 | 16 | 0 | 17 | -1 | -3
CCc1ccccc1NC(=O)CSc1nnc(-c2cc(C)[nH]n2)n1N | -14 | 3 | 7 | 1 | -8 | 3 | 0 | 4 | -9 | -10 | -14
Cc1cccc(Nc2nnc(SCC(=O)NCc3cccs3)s2)c1C | 3 | -6 | -14 | 0 | -5 | -2 | 22 | 9 | -10 | -8 | 9
Cc1ccc(NC(=O)CN2C(=O)NC3(CCCc4ccccc43)C2=O)c([N+](=O)[O-])c1 (stereo unspecified) | -4 | 9 | 3 | 0 | -12 | -6 | 4 | 14 | 5 | -7 | 16
CCOC(=O)C1(CCc2ccccc2)CCN(C(=O)c2ccoc2)CC1 | -5 | -9 | -3 | 4 | 1 | 3 | -33 | -27 | -24 | -17 | 1
Cc1ccc(C(=O)CC2C(=O)N(c3ccccc3)C(=S)N2c2ccccc2)cc1 (stereo unspecified) | 2 | -28 | -11 | -1 | -1 | -4 | 3 | 8 | -4 | 18 | 18
O=C(CCn1c(=O)c2sccc2n(CC(=O)OCc2ccccc2)c1=O)NCc1ccccc1 | 10 | -14 | -9 | -1 | -8 | 13 | 13 | 2 | 4 | -9 | -17
O=C(CN1CCN(Cc2ccccc2)C1=O)NCc1ccc(Cl)cc1 | 7 | -16 | -20 | -2 | 2 | 9 | 26 | 14 | -3 | 9 | 14
CCCc1cc(=O)[nH]c(NCCc2ccccc2)n1 | -3 | -16 | -26 | 3 | 6 | 1 | -16 | -2 | -17 | 16 | 15
N#CCc1nn(-c2ccc(F)cc2)c(N)c1C#N | 5 | 0 | 33 | 0 | 5 | -11 | 8 | 2 | 13 | 9 | -14
CCCN1C(=O)c2cc(C(=O)NCCc3cccc(C)c3)ccc2C1O (stereo unspecified) | -10 | -33 | 11 | 0 | -4 | 4 | -83 | -77 | -30 | -16 | -25
Cc1cc(NC(=O)c2ccoc2C)no1 | -1 | -11 | -9 | 2 | -6 | -13 | -39 | -22 | -3 | -4 | -3
CC1CCN(c2nc3nonc3nc2Nc2ccc(F)cc2)CC1 | -2 | -19 | -11 | 8 | -1 | 2 | 12 | 26 | 1 | 28 | -9
Cn1nc(CC(=O)Nc2cccc3ncccc23)c2ccccc2c1=O | 5 | 27 | 22 | 1 | 4 | -9 | 10 | 3 | 3 | 23 | 48
Nc1nc2c(C(=O)N3CCOCC3)nnn2c2ccccc12 | 0 | -56 | -7 | 2 | 3 | -5 | -140 | -103 | -43 | -36 | -6
COc1cc(OC)cc(C(=O)NCCCN2CCOCC2)c1 | -8 | 3 | -3 | -1 | -2 | 4 | 10 | -3 | -3 | -9 | -13
O=C(NNc1nccc(C(F)(F)F)n1)Nc1cccc(Cl)c1 | 14 | -19 | 9 | -2 | 4 | 3 | 24 | 9 | 11 | -2 | -11
CCOc1ccc(NC(=O)CCNC(=O)Cn2ccc3ccccc3c2=O)cc1 | 35 | -29 | -10 | -5 | -3 | 0 | 5 | -7 | 9 | 0 | 10
COc1ccnc(NCc2cccc(C(F)(F)F)c2)c1C#N | 10 | -16 | 3 | 5 | -16 | 12 | 12 | -13 | 6 | -1 | -4
O=C1c2ccccc2C(=Cc2cccnc2)c2ccccc21 | -28 | -20 | -10 | . | 0 | -17 | -51 | -97 | . | -44 | -18
COc1ccc(NC(=O)C2CCCN(c3nn4c(=O)cc(C)nc4s3)C2)cc1 (stereo unspecified) | 13 | -7 | -2 | -1 | 4 | -1 | 6 | 6 | . | 6 | -35
COc1cc(C(=S)N2CCOCC2)cc(OC)c1O | 3 | -12 | -16 | 1 | -11 | -13 | 13 | 0 | 5 | -8 | .
CC(Sc1ccc2c(c1)OCCO2)C(=O)Nc1ccc2c(c1)OCO2 (stereo unspecified) | -12 | -16 | -12 | 2 | 2 | 14 | -58 | -38 | -2 | -28 | 5
Cc1cccc(OCC(=O)Nc2ccccc2N2CCCCC2)c1C | -17 | 5 | 23 | 3 | -14 | 20 | -12 | 29 | 1 | 18 | 28
CC1CCCCC1NC(=O)CCn1c(=O)oc2ccccc21 (stereo unspecified) | -14 | 12 | 0 | 1 | 1 | -6 | 5 | 0 | 6 | 14 | -8
CCn1c(=O)c(=O)[nH]c2cc(C(=O)NCc3ccc(F)cc3)ccc21 | 13 | -8 | 7 | -3 | 3 | -1 | 17 | 17 | 4 | -12 | -4
CC(C)(CC(=O)c1ccccc1)CC(=O)c1ccccc1 | 8 | 14 | 10 | . | 11 | 2 | -7 | -30 | -8 | -4 | 18
CN(C(=O)c1ccc2c(c1)OCCO2)c1c(N)n(Cc2ccccc2)c(=O)[nH]c1=O | 3 | -9 | 11 | -1 | 1 | 19 | 5 | -6 | 0 | -21 | -7

Random excerpt: three entries already listed.
SMILES | TWEAK-Fn14 inh | NR2E3 ag-1 | C8 TRAIL sens | NR2E3 ag-2 | KKLEB cytotox | CF NFkB block | HIF-2a block | Peg3 promoter | TRPM1 prom inh | TROY NFkB inh | Shn3 3UTR inh
CC1CCCCC1NC(=O)CCn1c(=O)oc2ccccc21 (stereo unspecified) | -14 | 12 | 0 | 1 | 1 | -6 | 5 | 0 | 6 | 14 | -8
COc1ccnc(NCc2cccc(C(F)(F)F)c2)c1C#N | 10 | -16 | 3 | 5 | -16 | 12 | 12 | -13 | 6 | -1 | -4
CC(C)(CC(=O)c1ccccc1)CC(=O)c1ccccc1 | 8 | 14 | 10 | . | 11 | 2 | -7 | -30 | -8 | -4 | 18
